EPAC2 antagonist: EPAC2 (human) antagonism; EPAC2 GEF exchange of Rap1B-BODIPY-GDP, fluorescence; Potency, µM (doses to about 114 µM), inactives show at the highest dose activity, negative = inhibition, actives largely listed as inhibitors; hit rate 0.18% among 360,000; AID 720708; further: on the % scale 0 is the no-effect control and ±100 the full control effect; nearly all actives have a fitted effect of over 45% in size; many of its hits are not listed in these tables
Target sequence (Q8WZA2 whole entry, looked up): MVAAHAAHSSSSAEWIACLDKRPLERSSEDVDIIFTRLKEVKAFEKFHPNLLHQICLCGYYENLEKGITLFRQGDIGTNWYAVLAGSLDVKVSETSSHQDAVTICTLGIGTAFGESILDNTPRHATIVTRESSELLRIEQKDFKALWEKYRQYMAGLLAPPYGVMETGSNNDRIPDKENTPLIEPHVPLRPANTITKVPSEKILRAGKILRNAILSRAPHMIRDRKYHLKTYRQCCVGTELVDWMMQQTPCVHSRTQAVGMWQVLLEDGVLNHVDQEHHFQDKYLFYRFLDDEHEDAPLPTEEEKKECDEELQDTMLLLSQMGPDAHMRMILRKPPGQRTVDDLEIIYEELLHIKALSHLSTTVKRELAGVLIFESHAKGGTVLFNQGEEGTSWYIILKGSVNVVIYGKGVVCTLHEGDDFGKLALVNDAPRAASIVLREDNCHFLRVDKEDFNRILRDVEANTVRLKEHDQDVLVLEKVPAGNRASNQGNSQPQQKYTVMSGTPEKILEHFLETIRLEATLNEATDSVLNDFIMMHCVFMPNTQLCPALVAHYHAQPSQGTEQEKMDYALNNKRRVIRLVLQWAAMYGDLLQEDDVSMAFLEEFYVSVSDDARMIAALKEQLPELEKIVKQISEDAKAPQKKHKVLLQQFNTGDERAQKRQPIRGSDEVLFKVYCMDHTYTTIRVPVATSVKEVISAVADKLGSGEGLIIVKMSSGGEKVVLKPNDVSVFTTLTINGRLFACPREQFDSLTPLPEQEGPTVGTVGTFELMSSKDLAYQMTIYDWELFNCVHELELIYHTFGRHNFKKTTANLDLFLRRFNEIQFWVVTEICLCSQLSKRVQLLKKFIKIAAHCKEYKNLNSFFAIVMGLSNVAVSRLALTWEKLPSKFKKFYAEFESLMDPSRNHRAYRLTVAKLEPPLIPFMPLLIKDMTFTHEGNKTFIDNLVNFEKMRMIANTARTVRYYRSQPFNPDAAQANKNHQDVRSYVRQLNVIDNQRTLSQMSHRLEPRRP
TGFb inhibitor: TGF-b pathway inhibition; Potency, µM (top dose mostly 46.1 µM), for the others: at the top dose activity, negative = inhibition, usual class: inhibitors; HepG2 CAGA-GFP TGF-b/SMAD3 reporter, GFP fluorescence, 18 h; TGF-beta stimulated, 500 pg/mL final; hit rate 1.2% among 410,000; further: on the % scale 0 is the no-effect control and ±100 the full control effect; nearly all actives have a fitted effect of over 65% in size
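Smad-responsive CAGA-GFP expression was quantified in HEPG2 cells exposed to compounds and 500 pg/mL final TGF-beta for 18 h at 37 degrees C; unstimulated wells defined full inhibition.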
A549 tox: A549 cytotoxicity, counter-screen for Nrf2 inhibitors. A549 ARE-Fluc cells, CellTiter-Fluor viability, 18-24 h. Potency, µM (highest dose often 46 µM), inactives show top-dose activity change, negative = cytotoxicity, usual class: inhibitors. hit rate 0.16% among 390,000; further: on the % scale 0 is the no-effect control and ±100 the full control effect
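A549 ARE_Fluc cells in 5% FBS OPTI-MEM were exposed to compounds in concentration-response for 18-24 h at 37 deg C. Viability was read by CellTiter-Fluor fluorescence (Ex 405/Em 525) after 30 min, before the luciferase read.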
Nrf2 activator: Nrf2 pathway activation | AREc32 ARE-luciferase reporter (MCF7-derived line), luminescence, 24 h | Potency, µM (series often up to 46.1 µM), for inactives: top-dose activation, hits mostly activators | hit rate 0.31% among 410,000 | AID 624171; further: % of control where 0% means no effect; nearly all actives have a fitted effect of over 65% in size
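Nrf2 activation is followed as ARE-luciferase induction in the AREc32 line after one day of compound treatment; luminescence is read with Steady-Glo.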
S2 tox: viability counter-screen for ATXN expression inhibitors; S2 cells (HEK-293 line with an ATXN2-luciferase reporter) viability, CellTiter-Fluor protease fluorescence, 24 h; Potency, µM (series often up to 56.7 µM), hits mostly cytotoxic; hit rate 0.49% among 400,000; AID 651635; further: nearly all actives have a fitted effect of over 40% in size
MCF10A rereplic: inducers of DNA re-replication in MCF 10A breast cells; MCF 10A DNA re-replication, Hoechst nuclear intensity, 48 h; Potency, µM (top dose mostly 46.1 µM), for inactives: at the top dose activity, positive = re-replication, most hits filed as activators; hit rate 2.9% among 350,000; AID 624296; further: % of control where 0% means no effect; nearly all actives have a fitted effect of over 50% in size
Nrf2 block: blocks Nrf2 signaling | Potency, µM (highest dose often 46 µM), inactives show at the highest dose activity change, negative = inhibition, most hits filed as inhibitors | A549 ARE-Fluc reporter, luciferase luminescence, 18-24 h | AID 504444 | hit rate 2.1% among 360,000; further: on the % scale 0 is the no-effect control and ±100 the full control effect; nearly all actives have a fitted effect of over 60% in size
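Cells were seeded and rested 2 h, then exposed to compounds for 18-24 h. CellTiter-Fluor was read first as a viability measure. BugLite was added 15 min before the final luminescent read of ARE-luciferase activity in A549 cells.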
ATXN2 expr inh: inhibitors of ATXN2 expression | HEK-293 ATXN2-luciferase reporter, luminescence, 24 h | Potency, µM (doses to about 57 µM), inactives show at the highest dose activity change, negative = inhibition, usual class: inhibitors | hit rate 0.72% among 360,000; further: on the % scale 0 is the no-effect control and ±100 the full control effect; nearly all actives have a fitted effect of over 55% in size
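qHTS (up to 57 uM final) was run with 24 h compound exposure of reporter cells at 37 °C. Each well was multiplexed: SteadyGlo luminescence measured ATXN2-luciferase expression after a fluorogenic Gly-Phe-AFC viability readout (25 uM final).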
HepG2 viability: counter-screen for TGF-b inhibitors: cytotoxicity in HepG2 cells | Potency, µM (top dose mostly 46.1 µM), inactives show at the top dose activity change, negative = cytotoxicity, usual class: cytotoxic | HepG2 CAGA-GFP viability, ATP luminescence, 18 h | hit rate 0.76% among 410,000; further: some results filed as inactive show a strong effect at the top dose
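HepG2 CAGA-GFP cells (1000/well, DMEM with 1% FBS) received compound, then TGF-beta at 500 pg/mL final, and were incubated 18 hours at 37 degrees C. Viability was read by CellTiter-Glo luminescence. Media-only wells were set as complete cell-killing and DMSO as no toxicity.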
* = called active by the depositor; i = inactive; ? = inconclusive; · = no result given; & = joins results of further samples; [ ] = dose if it differs, or a comment. The call rests on the fitted dose curve; in most records, active means well fitted curve in the direction sought with a large enough effect; inconclusive means small, poorly fitted or top-dose-only effect, or another doubt; inactive means no such curve, though single readings can be large; an effect the other way counts as inactive or inconclusive. Potency means the concentration at half of the fitted maximal effect.

SMILES	EPAC2 antagonist	TGFb inhibitor	A549 tox	Nrf2 activator	S2 tox	MCF10A rereplic	Nrf2 block	ATXN2 expr inh	HepG2 viability
Nc1nc(CCl)nc(Nc2ccccc2)n1	1%	?	-7%	?	·	?	10%	?	-60%
CCOC(=O)NNC(=O)C12CC3CC(CC(C3)C1)C2	6%	1%	4%	-0.4%	i	-21%	10%	0%	-2%
CCC(C)[C@H](NC(=O)N1CCN(c2cccc(C(F)(F)F)c2)CC1)C(=O)OC (stereo partly drawn)	-4%	-7%	-10%	-0.6%	i	26%	18µM*	-15%	-24%
C[C@H](NC(=O)c1nc[nH]c1C(=O)NCc1ccccc1)c1ccccc1	-21%	-19%	-2%	1.1%	i	17%	19%	3%	-42%
CC1CN(C(=S)SCCN2C(=O)CCC2=O)CC(C)O1 (stereo not drawn)	2%	7%	-1%	-0.2%	i	-24%	-4%	2%	-3%
COc1cc(OC)cc(C(=O)NCCOc2ccccc2)c1	10%	14%	1%	2.4%	i	-2%	·	75%[activator]	-5%
COc1ccccc1NC(=S)N1CCCc2ccccc21	1%	14%	-11%	0.1%	?	1%	-22%	-6%	2%
N/C(=N\OC(=O)CN1C(=O)c2ccccc2C1=O)c1ccc(Br)cc1	3%	4%	-7%	-0.5%	i	6%	0%	·	14%
CCCCn1c(N)c(N(CC)C(=O)CCc2ccccc2)c(=O)[nH]c1=O	-2%	5%	6%	-1.6%	i	-7%	-4%	-13%	3%
O=C(Nc1ccc(NC(=O)c2cc3ccccc3o2)cc1)c1ccco1	1%	23%	-9%	1.5%	i	2%	-1%	6%	-1%
FC(F)(F)c1ccccc1NC(=S)Nn1cnnc1	10%	-21%	0%	-0.4%	i	2%	7%	-7%	9%
Cc1cc(Nc2ccc(O)cc2)ccc1N	·	-12%	?	·	·	·	?	·	-8%
CCn1ncc(/C=C/C(=O)Nc2c(C)nn(CC)c2C)c1C	6%	-12%	-1%	-0.2%	i	6%	3%	-4%	-3%
COc1ccc(C(CNC(=O)c2cccc3cccnc23)N(C)C)cc1 (stereo not drawn)	1%	-2%	0%	17%	i	4%	22%	-15%	-11%
CC(=O)c1cccc(NC(=O)CSc2nnc(-c3ccc(S(=O)(=O)N4CCCC4)cc3)o2)c1	11%	14%	7%[1.84 µM]	3.1%	i	4%	3%	1%	2%
CCOc1ccc(CNC(=O)CN2C(=O)CSc3ccc(S(=O)(=O)N4CCOCC4)cc32)cc1OC	0%	10%&-30%	-4%&0%	-0.5%&0.0%	i	-1%	-5%	12%	3%&0%
CC1(C(=O)NS(=O)(=O)c2cccc(C#N)c2)CCN1C(=O)Cc1cc(F)ccc1F (stereo not drawn)	-3%	-1%	·	0.0%	i	·	·	1%	10%
Cc1ccc(S(=O)(=O)c2nnn3c2nc(NC2CCCCC2)c2sccc23)cc1	·	57%[activator]	-1%	-0.8%	·	·	-17%	·	-18%
CCOC(=O)c1c(NC(=O)C2CC(Cl)=CCC2C(=O)O)sc2c1CCCCC2 (stereo not drawn)	-25%	?	-5%	-0.1%	i	?	23%	7%	-9%
COc1ccc(/C=C2\SC(=O)N(CCC(=O)N(C)C3CCS(=O)(=O)C3)C2=O)cc1 (stereo not drawn)	8%	-4%	0%	-0.3%	i	-21%	?	·	-9%
O=C(/C=C/c1ccco1)Oc1cc(Br)cc(/C=N/NC(=O)c2ccccc2O)c1	-11%	10µM*	?	8.3%	i	?	?	?	-61%
O=S1(=O)NC(CC2=CCCCC2)C2CCCCC2O1 (stereo not drawn)	-14%	4%	-2%	-0.3%	i	-6%	14%	-3%	9%
NNC(=O)CN1C(=O)C2(OCCO2)c2ccccc21	-5%	-10%	·	-2.0%	i	·	·	·	-47%
CC1CN(c2ccccc2)C(=O)CS1 (stereo not drawn)	9%	1%	-5%	-0.4%	i	?	3%	3%	4%
O=C(O)c1ccccc1S(=O)(=O)CC(=O)N1CCCCC1	1%	-5%	5%	-0.2%	i	-21%	?	19%	4%

By substructure, those above containing fluorine
SMILES	EPAC2 antagonist	TGFb inhibitor	A549 tox	Nrf2 activator	S2 tox	MCF10A rereplic	Nrf2 block	ATXN2 expr inh	HepG2 viability
CCC(C)[C@H](NC(=O)N1CCN(c2cccc(C(F)(F)F)c2)CC1)C(=O)OC (stereo partly drawn)	-4%	-7%	-10%	-0.6%	i	26%	18µM*	-15%	-24%
FC(F)(F)c1ccccc1NC(=S)Nn1cnnc1	10%	-21%	0%	-0.4%	i	2%	7%	-7%	9%
CC1(C(=O)NS(=O)(=O)c2cccc(C#N)c2)CCN1C(=O)Cc1cc(F)ccc1F (stereo not drawn)	-3%	-1%	·	0.0%	i	·	·	1%	10%

Returning to the listing with the 3 entries that preceded the break.
SMILES	EPAC2 antagonist	TGFb inhibitor	A549 tox	Nrf2 activator	S2 tox	MCF10A rereplic	Nrf2 block	ATXN2 expr inh	HepG2 viability
NNC(=O)CN1C(=O)C2(OCCO2)c2ccccc21	-5%	-10%	·	-2.0%	i	·	·	·	-47%
CC1CN(c2ccccc2)C(=O)CS1 (stereo not drawn)	9%	1%	-5%	-0.4%	i	?	3%	3%	4%
O=C(O)c1ccccc1S(=O)(=O)CC(=O)N1CCCCC1	1%	-5%	5%	-0.2%	i	-21%	?	19%	4%
O=C(CC1(O)C(=O)N(Cc2ccccc2Cl)c2ccccc21)c1ccco1 (stereo not drawn)	4%	-20%	-2%	0.3%	i	?	-13%	5%	-21%
CN(C(=O)CSc1nnc(C2CC2)n1C)C1CCCc2ccccc21 (stereo not drawn)	-4%	10%	-2%	-0.7%	i	5%	-4%	11%	8%
CNS(=O)(=O)c1cccc(C(=O)NCC(C)(C)N2CCCCC2)c1	5%	15%	1%	0.2%	i	-1%	13%	4%	8%
CCN(C(=O)COC(=O)c1cc(S(=O)(=O)N2CCOCC2)c(Cl)cc1Cl)C1CCS(=O)(=O)C1 (stereo not drawn)	-3%	-15%	-6%	2.4%	i	13%	-18%	5%	-13%
CC1CCN(S(=O)(=O)c2cc(C(=O)Nc3ccccn3)ccc2Br)CC1	-6%	-19%	-18%	4.7%	?	15%	?	-2%	-32%
Cc1cc(-c2nnc(CCC(=O)N(C)CCc3ccccc3)o2)no1	5%	15%	-1%	0.3%	i	2%	?	38%	8%
COc1ccccc1OC(=O)c1ccc(SC)cc1OC	-16%	0%	-17%	2.6%	i	?	-17%	-3%	-8%
COc1cc(CNCCNC(=O)c2nonc2N)ccc1OCc1ccc(Cl)cc1	-5%	?	0%	7.0%	i	?	3%	-17%	-78%
CN(Cc1cn(-c2ccccc2)nc1-c1ccc(Cl)cc1)C(=O)CCC(=O)O	5%	-18%	-3%	0.0%	?	3%	-8%	?	-6%
CCCCCC[n+]1ccccc1/C=C/c1ccc(N(C)C)cc1	1%	94%[activator]	·	0.4%	·	·	·	?	-32%
CCCCC(=O)OCC(=O)c1[nH]c(C)c(C(C)=O)c1C	4%	5%	3%	0.3%	i	15%	11%	-26%	-10%
Cc1nnc(NC(=O)c2ccccc2)s1	·	19%	0%	22%	i	·	11%	15%	-8%
O=C(NCc1ccncc1)c1cc(C(=O)C2CCCCC2)c[nH]1	12%	-10%	1%	0.1%	i	0%	6%	-26%	6%
COc1cc2c(cc1OC)C1=C(C#N)CC/C(=N\S(=O)(=O)c3ccccc3)N1CC2	-27%	8%	2%	2.8%	·	-4%	-6%	-17%	-1%
O=C(/C=C/c1ccc2c(c1)OCO2)N1CCN(c2n[nH]c(=O)[nH]c2=O)CC1	8%	-8%	-6%	0.1%	i	?	3%	-6%	-3%
COCCCNC(=O)c1cnc2sc(N3CCCCC3)nn2c1=O	·	-18%	7%	-0.4%	i	·	?	-1%	-13%
CN1CCCN(C(=O)c2cccc3ccccc23)CC1	1%	-8%	0%	0.2%	i	?	-2%	-24%	-22%
CCSc1ccc([C@@H]2[C@H]3C(=O)N(CC)C(=O)[C@H]3[C@]3(C(=O)OC)CCCCN23)cc1OC	12%	?	-3%	2.6%	i	?	-14%	-5%	-19%
C/C(=N\NC(=S)NC1CCCCC1)c1ccccc1	11%	0%	13%	4.5%	i	6%	22%	36%[activator]	5%
O=C1CN(C(=O)c2ccccc2)C(c2ccccc2)c2cc(Cl)ccc2N1 (stereo not drawn)	-6%	1%	2%	3.2%	i	-1%	2%	8%	-6%
Cn1c(=O)[nH]c2cc(-c3noc(-c4cccc(Cl)c4)n3)ccc21	·	7%	6%	-0.2%	i	·	·	10%	4%
Cc1cccc(OCCOC(=O)C2CCN(S(=O)(=O)c3cccs3)CC2)c1	-3%	2%	-12%	0.2%	i	1%	1%	2%	1%
Cc1cccc(N2CCN(C(=O)CC(NC(=O)c3ccccc3)c3ccccc3)CC2C)c1 (stereo not drawn)	-3%	-3%	2%	-0.4%	i	2%	-14%	-5%	-13%
COC(=O)[C@H](Cc1ccc(O)cc1)NCCCn1cnc(C(=O)Nc2ccc(C)c(C)c2)n1	-18%	-25%	-2%	0.2%	i	3%	11%	-3%	-35%
CN1CCN(C(=O)c2cc3c(c(-c4cccc(C#CC(C)(C)O)c4)n2)[C@@H](CCO)N(S(=O)C(C)(C)C)C3)CC1 (stereo partly drawn)	-5%	4%	·	-0.7%	i	·	·	13%	4%

(cont.)
SMILES	EPAC2 antagonist	TGFb inhibitor	A549 tox	Nrf2 activator	S2 tox	MCF10A rereplic	Nrf2 block	ATXN2 expr inh	HepG2 viability
O=C(NN1C(=O)c2ccccc2NC1c1ccc([N+](=O)[O-])o1)c1ccc([N+](=O)[O-])cc1 (stereo not drawn)	5%	?	?	?	?	?	?	-26%	-40%
CC(C)NC(=O)OCc1c(COC(=O)NC(C)C)c([N+](=O)[O-])n2c1CCC2	6%	-7%	·	0.8%	i	·	·	13%	4%
S=c1[nH]nc(-c2ccccn2)n1/N=C/c1ccccc1	-1%	-1%	1%	1.5%	i	8%	-1%	1%	-1%
O=C(Nc1ccc2c(c1)CCC2)c1cccc(F)c1	-2%	12%	0%	6.3%	i	15%	?	96%[activator]	5%
CC(=O)CSc1nnc(-c2cnccn2)n1-c1ccccc1	18%	?	2%	-0.3%	?	-3%	4%	16%	-1%
CC1(Oc2cccc(C#N)c2)CCN(Cc2ccccc2OC(F)F)C1 (stereo not drawn)	-6%	16%	·	2.6%	i	·	·	1%	-2%
O=[N+]([O-])c1cccc2cnccc12	-3%	-16%	7%	-1.2%	i	1%	-19%	-3%	-10%

Screening data (PubChem BioAssay)

Only part of the results is shown, so the mix of outcomes need not match the whole.
